Screening data: PubChem BioAssay, Southern Research Specialized Biocontainment Screening Center
H1N1 NS1A inhibition = NS1A inhibition, H1N1 influenza, cell based functional assay (AID 504329). inhibition, % at 12.5 µM, or IC50 in µM where a hit was titrated. NS1A functional cell-based assay, percent inhibition; higher % means a stronger effect. 340,000 compounds, 0.3% hits; in the data active means a potency from the dose series; inconclusive means inhibition above about 27% without an active follow-up result; further: strong numbers were not always called active
VEEV TC-83 Vero = inhibitors of VEEV TC-83 cytopathic effect, confirmation, Vero cells (AID 588727). Vero cells, VEEV TC-83 cytopathic effect inhibition; higher % means a stronger effect. inhibition, % at 20 µM; hits with a dose series show IC50 in µM. 350,000 compounds, 0.13% hits; in the data active means a potency from the dose series; inconclusive means inhibition mostly from about 14% at the one dose, without a potency; inactive means the rest, 99 in 100 with inhibition below about 12%; further: strong numbers were not always called active
M. tuberculosis HTS = M. tuberculosis growth inhibition, HTS (AID 449762) | M. tuberculosis H37Rv growth inhibition, 7H9 media; higher % means a stronger effect | inhibition, % at 25 µM, or IC50 in µM where a hit was titrated | 330,000 compounds, 0.59% hits; in the data active means a potency from the dose series; inconclusive means inhibition above about 70% without an active follow-up result;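 further: bacterial growth assessed after seven days of incubation; strong numbers were not always called active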
Salmonella PhoP GFP = Inhibition of PhoP regulon, Salmonella typhi GFP reporter cells, confirmation, 4 h (AID 1850); 310,000 compounds, 0.33% hits; inhibition, % at 50 µM; hits with a dose series show IC50 in µM; Salmonella Typhi PhoP-promoter GFP reporter, fluorescence, 4 h; higher % means a stronger effect; in the data active means a potency from the dose series; inconclusive means inhibition mostly from about 25% at the one dose, without a potency; inactive means the rest, 99 in 100 with inhibition below about 19%;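 further: 0% = induced wells with vehicle and 100% = uninduced wells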
tuberculosis growth = growth inhibition of non-replicating M. tuberculosis (AID 488890); one-dose inhibition, % at 25 µM; IC50 in µM for titrated hits; Mycobacterium tuberculosis non-replicating, growth inhibition; higher % means a stronger effect; 320,000 compounds, 0.39% hits; in the data active means a potency from the dose series; inconclusive means inhibition mostly from about 82% at the one dose, without a potency; inactive means the rest, 99 in 100 with inhibition below about 76%;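 further: plate controls were DMSO cells for no effect and high antibiotic wells for full effect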
VEEV TC-83 Vero 10K pilot screen = also measured in VEEV TC-83 Vero; calls as there; inhibition, %; measured here: 10K pilot screen inhibition
Starred values were filed as active, the others as inactive; i = inactive; ? = inconclusive; . = no result given.

SMILES	H1N1 NS1A inhibition	VEEV TC-83 Vero	M. tuberculosis HTS	Salmonella PhoP GFP	tuberculosis growth	others
O=C(C1CCC(CNS(=O)(=O)c2ccccc2)CC1)N1CCCCC1 (centres undefined)	2.9%	0.4%	-4.2%	3.3%	2.2%
Cc1cc(C)c(/C=C(\C#N)C(N)=S)c(C)c1	0.8%	i	2.0%	-7.6%	39.5%
COc1cc(/C=C2\OC(=O)c3c(OC)cccc32)ccc1O	-13.3%	5.2%	7.1%	-13.8%	8.0%
C/C(Cl)=C/Cn1c(SCCN2CCOCC2)nc2c1c(=O)[nH]c(=O)n2C	-7.4%	2.1%	-3.4%	2.7%	-7.0%
Cn1c2ccc(F)cc2c2ncn(Cc3ccco3)c(=O)c21	6.8%	2.8%	0.1%	-10.4%	0.0%	VEEV TC-83 Vero 10K pilot screen=2.9
Cc1csc(NC(=O)c2cc(-c3ccco3)nc3ccccc23)n1	6.9%	12.1%	1.6%	7.3%	-3.1%
Cc1ccc2cccc(Oc3ncnc4scc(-c5ccccc5)c34)c2n1	6.9%	1.0%	-3.2%	9.2%	-1.1%
c1ccc(-c2n[nH]c(-c3ccccc3)c2-c2nc3ccccc3[nH]2)cc1	-5.8%	6.1%	-4.3%	-11.8%	9.1%
Cc1ccc(C(=O)COC(=O)CCC(=O)Nc2cccc(Cl)c2)cc1[N+](=O)[O-]	9.6%	1.0%	-1.6%	7.0%	0.1%
O=C(O)c1ccc2[nH]c3c(c2c1)CCCC3	-2.2%	0.3%	-3.8%	-7.0%	22.3%
O=C(NCCc1ccccc1)C(c1ccncc1)N(C(=O)c1csnn1)C1CC1 (centres undefined)	-6.6%	4.3%	5.1%	1.2%	-1.6%
COc1ccccc1C(=O)COC(=O)c1ccccc1OCC(=O)Nc1ccc(SC(F)F)cc1	24.4%	10.3%	6.1%	4.1%	-6.6%
COc1ccccc1CNC(=O)CCCn1nc(C)n2ccnc2c1=O	-0.8%	2.5%	-3.8%	-2.9%	4.2%
COC(=O)c1nn(-c2ccc3c(c2)OCO3)cc1O	-1.3%	i	35.1%	0.5%	10.2%
COc1ccc(S(=O)(=O)N(C)C)cc1NC(=O)CSc1nnc(-c2cccnc2)o1	-3.3%	0.1%	-6.1%	2.5%	-4.0%
O=C(COC(=O)c1ccc2ncsc2c1)NC(=O)c1ccccc1	-8.8%	i	-3.8%	7.5%	-0.6%
Cc1ccc(N(CC(=O)NCc2ccc(F)cc2)C(=O)CCC(=O)Nc2ccccn2)cc1C	-1.9%	0.9%	4.7%	6.8%	3.0%
Oc1nc(-c2ccc(Cl)cc2)n2ccncc12	-22.5%	0.9%	11.0%	16.5%	-4.8%
CCn1cc(C(=O)OCc2ccccc2)c(=O)c2ccc(C)nc21	-10.6%	1.5%	-11.1%	-1.4%	-4.1%
O=C(N1CCCCC1)C1(c2ccccc2)CCCCC1	-9.3%	0.5%	10.2%	-2.6%	21.6%
CC1(c2ccccc2Br)NC(=O)N(CC(=O)Nc2ccc(S(N)(=O)=O)cc2)C1=O (centres undefined)	-2.8%	2.7%	-8.2%	8.5%	-21.9%
Nc1c(-c2cccc(Cl)c2)cnn1-c1cccc(C(F)(F)F)c1	-7.2%	i	3.3%	2.2%	52.9%
COC(=O)[C@]1(C)CCC[C@@]2(C)C3CC[C@@]4(C)C[C@]3(CCC21)CC(=O)N4Cc1ccc(OC)cc1 (some centres undefined)	4.1%	0.1%	21.2%	.	43.9%	VEEV TC-83 Vero 10K pilot screen=0.1
Cc1cc(C)cc(C(=O)Nc2ccc(N3CCN(C(=O)c4ccco4)CC3)cc2)c1	22.4%	9.3%	35.2%	-7.1%	27.7%
COc1cccc(C2=NN(C(=O)c3cccs3)C(O)(C(F)(F)F)C2)c1 (centres undefined)	-5.0%	6.5%	10.0%	-22.8%	47.2%
O=c1c2ccccc2c(C=Nc2ccccc2O)c(O)n1-c1nccs1	-9.0%	0.9%	-0.1%	0.9%	18.4%
Cc1ccc(OCCCN2C(=O)C(=O)c3cc(C)ccc32)cc1	26.6%	i	7.3%	5.9%	65.2%
COC(=O)c1cc(=O)n(Cc2ccc3c(c2)OCO3)c(=Nc2ccc(F)cc2)s1	2.4%	2.1%	4.5%	-6.5%	-1.4%
CCN(c1ccccc1)c1cc2ccccc2c(=O)[nH]1	0.9%	4.6%	5.1%	-13.8%	10.5%
CCS(=O)(=O)Nc1c(C(=O)OC)[nH]c2ccccc12	-7.7%	0.8%	4.8%	6.9%	-4.4%
CCOc1ccc(Cn2nnc(C(=O)NCc3ccc(OC)cc3)c2N)cc1	-0.9%	0.2%	0.4%	0.6%	-11.2%
Cn1c(-c2ccccc2)cccc1=O	9.2%	1.8%	1.1%	4.9%	-10.3%
O=C(CCC1CCCCC1)Nc1cc(C(F)(F)F)ccc1N1CCOCC1	-5.3%	6.9%	-3.8%	3.5%	4.5%
COc1cc(C)c(Cc2cnc(N)nc2N)cc1OC	.	.	0.3%	2.88µM*	12.3%
Cc1cc(C([O-])=C(C(=S)Nc2ccccc2)[n+]2ccccc2)c(C)n1-c1ccccc1	5.9%	i	.	.	.
COCC(=O)n1nc(-c2ccc(C)cc2)nc1NCc1ccc(F)cc1	-5.2%	1.1%	.	.	.
Cc1cccc(N=C2NC(=O)/C(=C/c3cccnc3)S2)c1	-4.5%	3.1%	-6.2%	-3.8%	9.4%
CCOc1ccc(C(=O)NC(=S)Nc2ccccn2)cc1[N+](=O)[O-]	0.7%	0.3%	-3.9%	11.3%	6.1%
COc1cc(N)c(Cl)cc1C(=O)OCC(=O)NC(=O)NCc1ccco1	-0.9%	1.3%	8.0%	.	-0.2%
O=C1OCCN1C(=O)[C@H]1[C@H](c2ccccc2)C(c2cccc(Cl)c2)=NN1c1ccccc1	-31.9%	1.7%	.	.	.
C#CCOCCOCCOCCNc1nc(N2CCN(C(=O)[C@H](C(C)C)n3cc(CCO)nn3)CC2)nc(N2CCN(C(=O)[C@H](C)n3cc(CCCN=C(N)N)nn3)CC2)n1	-112.1%	1.3%	.	.	.
COc1ccccc1CNCC(=O)Nc1ccc(C#N)cc1	-15.2%	0.9%	-0.7%	3.8%	12.3%
CCOc1ccc(NC(=O)CN(C)C(=O)C2COc3ccccc3O2)cc1OCC (centres undefined)	-14.9%	0.8%	1.6%	.	4.6%
CCC(=O)NC(C)c1cc(Cl)c2cccnc2c1O (centres undefined)	12.4%	7.6%	?	.	-3.2%	VEEV TC-83 Vero 10K pilot screen=9.9
CCn1c(CCNC(=O)c2cccs2)nnc1SCC(=O)Nc1ccc(Cl)cc1	3.2%	2.2%	8.6%	-3.9%	11.6%
O=C(Nc1cccc2ccccc12)C1CCN(C(=O)Cc2ccccc2)CC1	-7.3%	4.3%	-1.6%	1.1%	-31.6%
COc1ccc(CNC(=S)NCc2ccc(F)cc2)cc1	-3.3%	2.0%	12.9%	-4.6%	?
COc1cc(NS(=O)(=O)c2ccc(NC(=S)NC(=O)c3ccc(F)cc3)cc2)nc(OC)n1	8.3%	2.2%	10.3%	-39.9%	42.3%
COc1cccc(CNS(=O)(=O)c2ccc(S(=O)(=O)N3CCCC3)cc2)c1	13.5%	0.2%	-4.3%	5.9%	-10.7%
Cc1cc(C(F)F)nn1CC(=O)N1CCSCC1	-0.3%	6.6%	0.2%	9.9%	-6.2%
Additional records follow.
SMILES	H1N1 NS1A inhibition	VEEV TC-83 Vero	M. tuberculosis HTS	Salmonella PhoP GFP	tuberculosis growth	others
CCOc1ccccc1N(CC(=O)Nc1cccnc1)S(=O)(=O)c1ccc(C)cc1	-6.1%	8.6%	-8.6%	3.8%	12.3%
COc1cccc(/C=C/C(=O)OCC(=O)NCc2ccc3c(c2)OCO3)c1	-18.1%	4.1%	7.0%	.	11.5%
CCOc1ccccc1N1CCN(C(=O)Nc2ccc(F)c(Cl)c2)CC1	4.6%	i	-14.7%	-4.2%	-8.2%
Cc1nc(Nc2nc(CSc3nc4ccccc4[nH]3)cc(=O)[nH]2)nc2ccccc12	-1.1%	0.8%	0.2%	-4.9%	-14.2%	VEEV TC-83 Vero 10K pilot screen=0.3
Cc1cc(Cl)c(OCCCCN2CCOCC2)c(Br)c1	18.7%	i	-2.4%	-10.6%	-6.3%
CC(=O)N1N=C(c2cccs2)CC1c1cc2cc(C)ccc2nc1Cl (centres undefined)	-0.1%	0.5%	0.6%	-1.4%	-4.7%
CC(=O)Nc1cccc(NC(=O)CSc2nc(C)c(C)c(C)c2C#N)c1	-8.1%	2.8%	-13.6%	-15.4%	6.9%	VEEV TC-83 Vero 10K pilot screen=0.2
COc1cc(S(=O)(=O)N(Cc2cccnc2)Cc2cccc(OC)c2OC)ccc1-n1cnnn1	7.8%	1.0%	9.0%	7.2%	8.6%
CCCC(=O)Nc1cccc(NC(=O)c2ccccc2Br)c1	4.3%	5.1%	0.0%	-3.5%	-0.8%
c1cc(-c2nsc(-c3ccncc3)n2)ccn1	0.0%	0.6%	0.1%	-7.7%	13.1%
O=C(CCC(=O)OCC(=O)c1cccc([N+](=O)[O-])c1)Nc1ccccc1Cl	-6.6%	0.9%	0.0%	-1.9%	2.0%
COC(=O)C1=CN(C(C)C)C=C(C(=O)OC)C1c1cc(Br)c(OC)c(OC)c1	-15.9%	1.0%	-1.3%	9.5%	33.9%
COc1cc(NC(=O)c2cc3c(=O)n(C)c4ccccc4c3n2C)cc(OC)c1OC	-1.7%	0.6%	-5.9%	4.0%	-4.2%
COCCN(CC(=O)Nc1ccccc1C(F)(F)F)C(=O)c1ccc(-n2cccn2)cc1	4.8%	1.1%	-8.8%	.	-12.1%
CN(CC(=O)N1CC(=O)N(CCc2ccccc2)C(=O)C1)S(=O)(=O)c1cccc2nsnc12	4.5%	i	2.7%	5.7%	-3.4%
CCC(C)(C(=O)NC1CCCC1)N(C(=O)CNC(C)=O)c1ccc(C)cc1 (centres undefined)	25.3%	10.1%	-2.5%	7.7%	3.1%
CCOC(=O)Cn1nc(-c2ccccc2)c2ccccc2c1=O	-5.0%	0.6%	-3.4%	4.0%	3.5%
Cc1nc(-c2nc(CC(=O)NNC(=O)c3ccc(Cl)cc3)cs2)cs1	-17.1%	0.8%	-5.1%	13.6%	24.6%
COc1cc(NC(=O)[C@H]2CCCN2S(=O)(=O)c2cccc3cccnc23)cc(OC)c1OC	2.9%	1.1%	0.6%	-3.5%	9.4%
CCOc1ccc(NC(=O)CSc2nnc(C)n2CCCOC)cc1	-2.0%	0.3%	-18.4%	-19.6%	-20.0%

Part of the list above in order of length of the SMILES, falling:
SMILES	H1N1 NS1A inhibition	VEEV TC-83 Vero	M. tuberculosis HTS	Salmonella PhoP GFP	tuberculosis growth	others
CC1(c2ccccc2Br)NC(=O)N(CC(=O)Nc2ccc(S(N)(=O)=O)cc2)C1=O (centres undefined)	-2.8%	2.7%	-8.2%	8.5%	-21.9%
Cc1cc(C)cc(C(=O)Nc2ccc(N3CCN(C(=O)c4ccco4)CC3)cc2)c1	22.4%	9.3%	35.2%	-7.1%	27.7%
Cc1ccc2cccc(Oc3ncnc4scc(-c5ccccc5)c34)c2n1	6.9%	1.0%	-3.2%	9.2%	-1.1%
O=C(O)c1ccc2[nH]c3c(c2c1)CCCC3	-2.2%	0.3%	-3.8%	-7.0%	22.3%

Next records follow.
SMILES	H1N1 NS1A inhibition	VEEV TC-83 Vero	M. tuberculosis HTS	Salmonella PhoP GFP	tuberculosis growth	others
Cc1nc2c(C(=O)N3CCCCC3)cnn2c(C)c1Cc1ccccc1F	0.3%	1.2%	5.7%	-2.7%	-8.3%
CC(=O)Nc1cccc(NC(=O)CS(=O)(=O)c2cn(CC(=O)N(C(C)C)C(C)C)c3ccccc23)c1	-7.3%	8.2%	-10.8%	-3.4%	12.8%
CCOc1ccc(C(=O)Nc2cc(S(=O)(=O)Nc3ccccc3Cl)ccc2N2CCOCC2)cc1	6.9%	2.0%	6.8%	-9.4%	4.5%
Cc1cc2nn(-c3ccccc3)nc2cc1NC(=O)c1cccs1	-10.6%	3.7%	-0.9%	1.1%	3.7%
COc1ccc2c(c1)[nH]c(=O)c1sc3ccccc3c12	0.3%	10.6%	1.5%	-2.1%	3.9%
CCN(CC)S(=O)(=O)c1cccc(C(=O)N[C@H](C(=O)Nc2nc3ccc(F)cc3s2)C(C)C)c1	2.9%	i	-5.6%	-5.9%	-5.2%
O=C(N[C@@H]1C/C=C\C[C@H](CC(=O)N(CCO)Cc2ccccc2)C(=O)N[C@@H](Cc2c[nH]c3ccccc23)COC1=O)OCC1c2ccccc2-c2ccccc21	-8.4%	1.3%	4.2%	.	75.1%
CC(=O)C1=NOC(CNc2ncc(C(F)(F)F)cc2Cl)C1 (centres undefined)	-4.0%	1.0%	-4.1%	-3.4%	11.0%
CC1CCCCN1C(=O)Cn1nnc(-c2cccnc2)n1 (centres undefined)	3.8%	i	-13.0%	16.2%	8.6%
